# NPC1 promoter act = NPC1 promoter activation; AID 485313; Huh7 NPC1 promoter luciferase reporter, 24 h; Potency, µM (top dose mostly 9.22 µM), inactives show top-dose activation, hits mostly activators; 320,000 compounds, 2.4% hits;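 note: potency is the fitted concentration of half-maximal effect; % of control where 0% means no effect; nearly all actives have a fitted effect of over 60% in size; reporter is driven by a mutant NPC1 promoter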
#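 Luminescence read-out of NPC1 promoter-driven luciferase in stably transfected Huh7 cells; compounds delivered in DMSO and left 24 h at 37C, 5% CO2, qHTS titration format.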
# RORgamma inh = blocks mouse ROR gamma transcriptional activity; Drosophila S2 Gal4-RORgamma UAS-luciferase reporter, 20 h; Potency, µM (highest dose often 53.6 µM), for inactives: at the top dose activity change, negative = inhibition, hits mostly inhibitors; 310,000 compounds, 5.4% hits; note: potency is the fitted concentration of half-maximal effect; % is set by controls: 0 for no effect and ±100 for the full control effect; nearly all actives have a fitted effect of over 60% in size
#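 Schneider cells (Drosophila), stable Gal4 DBD–ROR gamma + UAS-luc; 1 hr cmpd preincubation; Cu2+ induction 700 uM final; 20 hr ambient; luminescence.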
# FBPA coupling cs = inhibits coupling enzyme system, counter-screen for aldolase hits | coupling enzyme system counterscreen, AmpLite Red fluorescence | activity change, negative = inhibition, % at 58.2 µM, hits read low | 290,000 compounds, 0.67% hits | AID 2472; in the data active = activity change below about -30%; note: % is set by controls: 0 for no effect and ±100 for the full control effect
#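 Counterscreen lacking aldolase: glyceraldehyde-3-phosphate coupling-enzyme reagent preincubated 10 min at RT with compound (at 57.5 uM final), then substrate/coupling system with AmpLite Red added; fluorescence read at 525/598 nm after 20 min RT.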
# Giardia kill = Giardia lamblia killing; Giardia lamblia trophozoite viability; activity change, % at 7.66 µM, hits read low; 340,000 compounds, 0.15% hits; in the data active = activity change below about -80%; inconclusive = between about -30% and that limit;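 note: parasites exposed to compound for two days anaerobically before the ATP read; % is set by controls: 0 for no effect and ±100 for the full control effect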
#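 Luminescent ATP signal served as the viability read-out, measured 15-30 min after adding ATP detection reagent to trophozoites that had been incubated with compounds for 48 hrs at 37 deg C anaerobically at 100 cells/well.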
# Gal4-VP16 FLuc = counter-screen for ROR gamma inhibitors: Gal4-VP16 reporter | Potency, µM (titrated, usually from 53.6 µM), for inactives: at the highest dose activity, negative = inhibition, most hits filed as inhibitors | Drosophila S2 Gal4-VP16 UAS-luciferase, luminescence, 20 h | 310,000 compounds, 3.5% hits | AID 2546;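 note: Gal4-VP16 expression switched on by copper sulfate through the metallothionein promoter; potency is the fitted concentration of half-maximal effect; % is set by controls: 0 for no effect and ±100 for the full control effect; nearly all actives have a fitted effect of over 50% in size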
# FLuc modulator = counter-screen for miR-21 project: firefly luciferase inhibitors or activators | purified FLuc, Km substrates, luminescence inhibition | AID 588342 | Potency, µM (titrated, usually from 57.5 µM), inactives show at the top dose activity change, negative = inhibition, most hits filed as inhibitors | P08659 | 360,000 compounds, 6.9% hits;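 note: potency is the fitted concentration of half-maximal effect; plate controls were vehicle for no effect and reference inhibitor for full effect; nearly all actives have a fitted effect of over 55% in size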
# Target sequence (P08659 whole entry, looked up): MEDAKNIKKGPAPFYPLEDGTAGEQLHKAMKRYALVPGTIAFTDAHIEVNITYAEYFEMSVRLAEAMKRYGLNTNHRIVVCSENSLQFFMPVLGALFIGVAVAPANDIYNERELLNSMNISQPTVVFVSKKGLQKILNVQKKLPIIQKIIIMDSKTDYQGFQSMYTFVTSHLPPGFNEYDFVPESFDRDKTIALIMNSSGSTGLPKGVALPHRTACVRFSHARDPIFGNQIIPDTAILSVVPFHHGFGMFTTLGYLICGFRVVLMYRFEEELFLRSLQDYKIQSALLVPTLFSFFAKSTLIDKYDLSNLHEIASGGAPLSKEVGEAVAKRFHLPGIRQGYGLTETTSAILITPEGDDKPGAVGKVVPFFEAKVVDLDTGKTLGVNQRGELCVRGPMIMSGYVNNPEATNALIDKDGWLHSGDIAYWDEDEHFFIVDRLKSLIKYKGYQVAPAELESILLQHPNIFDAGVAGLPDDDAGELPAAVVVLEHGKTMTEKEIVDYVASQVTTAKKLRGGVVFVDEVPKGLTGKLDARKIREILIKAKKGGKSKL
#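 Biochemical qHTS of compounds, final roughly 60 µM downward over six points, against 10 nM purified firefly luciferase using Km concentrations of substrates (10 uM D-luciferin, 10 uM ATP) in Tris acetate pH 7.5 buffer; luminescence output.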
# Tb PFK inh = inhibitors of T. brucei phosphofructokinase; T. brucei PFK, ADP-Glo luminescence; Potency, µM (top dose mostly 57.5 µM), without a hit: top-dose activity, negative = inhibition, most hits filed as inhibitors; 330,000 compounds, 0.17% hits;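 note: potency is the fitted concentration of half-maximal effect; 0% = uninhibited 1x PFK enzyme wells and -100% = no-enzyme wells; nearly all actives have a fitted effect of over 60% in size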
# Target sequence (O15648 whole entry, looked up): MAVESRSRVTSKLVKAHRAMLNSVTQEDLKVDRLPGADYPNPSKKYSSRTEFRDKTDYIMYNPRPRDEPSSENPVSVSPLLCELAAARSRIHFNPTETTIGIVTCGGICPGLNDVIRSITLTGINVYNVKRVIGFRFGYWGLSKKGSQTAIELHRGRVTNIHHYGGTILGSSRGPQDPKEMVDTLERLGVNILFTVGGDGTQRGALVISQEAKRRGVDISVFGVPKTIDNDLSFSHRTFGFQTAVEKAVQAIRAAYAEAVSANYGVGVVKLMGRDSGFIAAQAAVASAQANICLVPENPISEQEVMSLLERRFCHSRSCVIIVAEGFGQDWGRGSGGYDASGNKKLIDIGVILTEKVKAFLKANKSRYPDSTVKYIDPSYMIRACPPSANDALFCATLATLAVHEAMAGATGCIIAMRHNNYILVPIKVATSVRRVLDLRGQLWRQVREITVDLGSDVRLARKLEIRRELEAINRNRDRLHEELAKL
#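 In TEA buffer at pH 8.0 with 5 mM MgCl2, enzyme (1.25 nM) converted F6P (0.5 mM) and ATP (0.1 mM) for 45 min at room temperature. ADP product was read by luciferase luminescence.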
# uPA surface inh = cell surface uPA generation inhibition; cell surface uPA generation assay, qHTS; Potency, µM (series often up to 38.3 µM), for inactives: top-dose activity change, negative = inhibition, hits mostly inhibitors; 330,000 compounds, 0.31% hits; AID 540303; active = well fitted inhibition curve with a large enough effect; inconclusive = small, poorly fitted or top-dose-only effect; inactive = no such curve, though single readings can be large or run the other way; tested in mouse RAW 264.7 cells; note: potency is the fitted concentration of half-maximal effect; % is set by controls: 0 for no effect and ±100 for the full control effect; nearly all actives have a fitted effect of over 55% in size
# KCNH2 3.1 block = blocks the human KCNH2 3.1 channel isoform. U2OS KCNH2 3.1, thallium flux FluxOr; active compounds read low. activity change, % (tested at about 1.8 µM). 340,000 compounds, 0.95% hits. AID 720553;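 active = maximum activity change below -70%; inconclusive = maximum activity change from -70% to -50%; inactive = maximum activity change above -50%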;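 note: thallium influx rate constant from kinetic fluorescence after stimulation buffer; % is set by controls: 0 for no effect and ±100 for the full control effect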
#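 Normalized rate constant (relative to positive and negative DMSO controls) derived from a 2 min kinetic fluorescence read after stimulation; U2OS cells expressing the 3.1 isoform via virus at 1.77 x 10^8 /mL.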
# Rab9 prom act = Rab9 promoter activation. AID 485297. Potency, µM (doses to about 9.22 µM), inactives show at the top dose activation, negative = inhibition, actives largely listed as activators. Huh7 Rab9 promoter-luciferase reporter, luminescence, 24 h. 320,000 compounds, 2.8% hits; note: potency is the fitted concentration of half-maximal effect; % of control where 0% means no effect; nearly all actives have a fitted effect of over 60% in size
#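 Quantitative HTS format; Huh7 Rab9-luciferase reporter cells (1500/well) receive compound 2 h post-plating, incubate 24 h at 37 °C, then get luciferase reagent for 10 min before luminescence reading.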
# ELG1 genotoxic = genotoxicity induction in ELG1-luciferase HEK293T cells | HEK293T ELG1-luciferase reporter, luminescence, 16 h | Potency, µM (series often up to 46 µM), for the others: at the top dose activity change, positive = activation, most hits filed as activators | AID 504466 | 330,000 compounds, 1.3% hits; note: potency is the fitted concentration of half-maximal effect; % of control where 0% means no effect; nearly all actives have a fitted effect of over 60% in size
#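 Genotoxicity was scored as increased ELG1-luciferase reporter signal, measured by ONE-Glo luminescence (30 min, room temperature). Compound or vehicle exposure of the HEK293T reporter cells lasted 16 hr at 37°C.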
# An asterisk follows results filed as active; ? = inconclusive; · = no result given; [ ] = remark or other dose. Unless noted, calls come from the whole dose curve; as a rule, active = well fitted curve in the direction sought with a large enough effect; inconclusive = small, poorly fitted or top-dose-only effect, or another doubt; inactive = no such curve, though single readings can be large; an effect the other way counts as inactive or inconclusive.
SMILES,NPC1 promoter act,RORgamma inh,FBPA coupling cs,Giardia kill,Gal4-VP16 FLuc,FLuc modulator,Tb PFK inh,uPA surface inh,KCNH2 3.1 block,Rab9 prom act,ELG1 genotoxic
O=C(CC(=O)N/N=C/c1ccccc1)NCc1ccccc1,-1.0%,1.8%,-39.9*,13.2,1.3%,2.0%,-0.9%,1.7%,11.5,-1.0%,-1.1%
COc1ccc(-n2cnc3sc(-c4ccccc4)cc3c2=O)cc1,0.562µM*,-8.0%,1.7,-0.8,5.3%,?,3.9%,0.8%,5.8,0.631µM*,?
COC(=O)CC/C(O)=C1\C(=O)CC(C)(C)CC1=Nc1ccccc1OC,-4.3%,-29.0%,3.4,22.2,-4.2%,-0.4%,-0.6%,-5.4%,-0.6,1.6%,6.1%
COc1ccc(N2CC(C(=O)Nc3cccc(C)n3)CC2=O)cc1 (centres undefined),-4.1%,22.0%,6.8,7.9,-2.5%,1.4%,0.3%,0.1%,19.1,-10.2%,0.3%
O=C(Cc1cccs1)NCC1CCCO1 (centres undefined),-2.5%,-29.7%,1.9,-2.3,-0.6%,6.8%,-14.6%,2.8%,-1.0,-4.1%,1.7%
O=C(CN1C(=O)NC2(CCCCCCC2)C1=O)NC(=O)NCc1ccco1,-4.5%,5.6%,0.6,2.7,7.3%,1.6%,0.5%,2.0%,2.6,0.0%,0.3%
Cc1ccc(-n2nc3c([n+]2[O-])CCc2nonc2-3)cc1,-0.2%,36.1%,3.5,16.1,28.6%,-9.8%,-0.7%,-7.2%,21.1,11.6%,-2.3%
CCOc1ccccc1CN1CCNC(=O)C1CC(=O)NCc1cc(C)n(C)n1 (centres undefined),-5.4%,-6.1%,·,8.6,11.7%,-0.5%,2.7%,2.8%,0.3,-1.5%,1.0%
Brc1ccc(C2NCCS2)cc1 (centres undefined),-0.4%,11.2%,-0.1,3.1,-4.0%,4.2%,-12.7%,0.4%,0.9,-6.1%,0.0%
C=CC[C@@H](CC(=O)NCCO)C(=O)NC[C@H](OC(=O)[C@@H](CC=C)Cc1ccc(F)cc1)c1ccccc1,·,·,·,5.9,·,·,-6.6%,-2.3%,17.6,·,-7.4%
COc1cc(NC(=O)CN(c2ccc(C)cc2)S(=O)(=O)c2c(C)noc2C)cc(OC)c1,-0.5%,30.4%,-2.3,3.4,?,2.0%,-3.7%,3.5%,-12.1,-0.7%,-12.3%
COc1ccc(C2/C=C\CN(C(=O)c3ccc(C)cc3)[C@H](Cc3ccccc3)C(=O)N2Cc2ccc(F)cc2)cc1 (some centres undefined),-10.7%,?,-2.4,-12.6,4.4%,-1.0%,1.4%,-28.2%,-30.4,-5.7%,-5.1%
C1=CC2CC1CC2CNCc1ccco1 (centres undefined),0.6%,-23.8%,0.8,1.1,-0.1%,1.8%,-3.1%,4.2%,6.8,0.6%,-3.7%
CN(CC(=O)Nc1ccccc1Cl)C(=O)CCNC(=O)Nc1ccccc1,·,·,·,-9.6,·,·,24.2%,6.8%,-15.7,·,0.0%
COc1cccc(/C=C/c2onc(C)c2S(=O)(=O)N2CCC(C(=O)NC3CCCCCC3)CC2)c1,-3.8%,10.6%,-3.6,-9.8,-4.4%,1.2%,-7.1%,9.4%,-11.0,-3.6%,2.4%
c1ccc(COC(CN2CCCCCC2)CN2CCCCCC2)cc1,-1.2%,1.0%,0.3,-1.3,-2.3%,1.0%,0.8%,?,-45.6,-5.9%,-15.8%
COCCNC(=O)CCc1nnc2ccc(N3CCC(C)CC3)nn12,-7.2%,7.5%,0.5,3.3,-6.4%,0.4%,-0.9%,-4.8%,5.2,1.7%,0.8%
O=C(NC1CCCCC1)N(Cc1nc2ccccc2c(=O)[nH]1)C1CCCCC1,10.6%,0.2%,1.8,10.1,-7.7%,-7.1%,-3.6%,4.9%,-11.7,10.0%,6.7%
O=C(CC(=O)NN=C1CCCCCC1)NCc1cccnc1,-3.6%,2.7%,0.5,3.1,-8.8%,-0.2%,-0.5%,2.1%,14.3,1.2%,0.7%
O=C(O)C1CCCCC1C(=O)Nc1ccc(OCc2ccccc2)cc1 (centres undefined),27.4%,-9.5%,2.5,11.0,?,-16.3%,-3.5%,2.3%,-4.4,?,?
O=C(C1Cc2ccccc2CN1C(=O)c1ccco1)N1CCN(c2ccccc2)CC1 (centres undefined),-0.8%,·,·,-3.0,·,7.4%,1.4%,-5.4%,-8.3,-0.2%,0.8%
C[C@H](CO)N1C[C@H](C)[C@@H](CN(C)Cc2ccc(-c3ccccc3)cc2)Oc2c(NS(=O)(=O)c3cn(C)cn3)cccc2C1=O,·,·,·,6.7,·,·,-2.7%,6.7%,-1.8,·,-0.3%
COc1cc(/C=C/C(=O)OCC(=O)N2CCC(C)CC2)ccc1O,0.8%,·,·,6.5,·,?,-3.7%,-8.9%,-2.0,-2.0%,6.6%
Cc1cccc(C)c1N/C=C/c1onc(C)c1[N+](=O)[O-],·,1.5%,2.6,-0.2,-2.0%,3.1%,·,-5.5%,-23.9,·,·
O=S(=O)(Nc1ccc(Cc2ccncc2)cc1)N1CCCC1,0.9%,18.2%,1.1,8.4,8.3%,1.5%,-2.1%,7.8%,17.0,-13.3%,-1.1%
# The results go on.
SMILES,NPC1 promoter act,RORgamma inh,FBPA coupling cs,Giardia kill,Gal4-VP16 FLuc,FLuc modulator,Tb PFK inh,uPA surface inh,KCNH2 3.1 block,Rab9 prom act,ELG1 genotoxic
CCCC1(CCC)NC(=O)N(CC(=O)Nc2cccc(OC)c2)C1=O,-1.4%,16.7%,-0.2,4.9,0.2%,6.1%,-0.8%,3.2%,-1.2,-3.6%,-0.4%
CCC(=O)NN1CCN(c2ccncc2S(=O)(=O)N2CCCCC2)CC1,-2.5%,-9.5%,·,-12.5,0.5%,3.5%,1.7%,-28.9%,-11.9,1.6%,0.0%
CSc1ccc(Cn2nnc(C(=O)NCc3ccccc3)c2N)cc1,0.6%,16.3%,-0.9,-21.3,-3.5%,-0.5%,-0.1%,-6.6%,7.6,-2.2%,9.3%
CCCOC(=O)Nc1nc(-c2ccc(C)cc2)c(C)s1,7.8%,39.0%,1.6,-4.0,13.2%,-18.3%,-1.5%,6.1%,-13.8,16.0%,1.1%
O=C(CCNS(=O)(=O)c1ccc(Cl)cc1)Nc1ccncc1,1.1%,-2.6%,-3.5,-3.5,1.3%,-0.6%,-5.5%,2.1%,2.3,-0.7%,-11.6%
O=C(COC(=O)CN1C(=O)C2CCCCC2C1=O)Nc1ccc(F)c(F)c1F (centres undefined),·,·,·,8.5,·,·,1.2%,-19.4%,-0.3,·,1.3%
COc1ccccc1CNC(=O)c1cccc(N(C)C)c1,11.1%,8.7%,0.3,-16.9,?,-18.3%,-8.9%,-0.9%,-12.3,14.2%,16.1%
COc1ccc(OC)c(/C(C)=N\NC(=O)c2cc3cc(Cl)ccc3n2C)c1,-20.1%,·,2.1,43.7[activator],·,0.1%,-0.1%,?,20.1,-2.8%,-10.6%
COc1ccc(CCNC(=O)c2cccc(S(=O)(=O)N3CCCCCC3)c2)cc1,8.9%,·,·,-7.7,·,-10.8%,2.6%,6.1%,-18.9,-0.7%,-3.5%
O=C([C@H](Cc1ccc(O)cc1)n1cc(CCO)nn1)N1CCNCC1,-2.0%,11.8%,5.8,-6.2,2.9%,1.0%,-2.4%,6.7%,-6.7,2.1%,0.5%
CC(C)N(CCc1ccncc1)C(=S)Nc1ccc(F)c(Cl)c1,-8.8%,-39.1%,0.2,-2.9,-1.8%,-0.8%,-23.5%,-8.6%,32.0,0.7%,-5.5%
CC(C)(C)c1ccc(S(=O)(=O)N2CCN(CC(=O)NC(=O)NC3CCCCC3)CC2)cc1,-4.3%,·,·,-15.4,·,7.9%,-0.9%,7.5%,-3.6,3.4%,0.3%
COc1ccccc1N1C(=NC(=O)C2CCCCC2)SC2CS(=O)(=O)CC21 (centres undefined),-3.2%,-8.4%,2.9,-11.3,-6.9%,4.4%,-1.3%,1.5%,-18.5,3.0%,3.5%
CC1CCN(S(=O)(=O)c2ccc3c(c2)oc(=O)n3CC(=O)N2CCc3ccccc3C2)CC1,1.7%,0.6%,0.8,23.0,13.5%,-0.3%,-0.5%,-12.0%,-24.5,-5.6%,7.8%
CC1CCC2C(=O)N(c3ccc(Cc4ccncc4)cc3)C(=O)C2C1 (centres undefined),-20.5%,11.2µM*,0.4,-2.0,6.31µM*,?,-6.1%,-1.5%,13.8,-40.7%[inhibitor],-3.6%
CCCn1c(O)c(/C=C2\C=NN=C2c2ccccc2)sc1=S,-1.1%,-16.9%,-1.2,0.8,-20.4%,-12.2%,-0.4%,-1.6%,-23.0,-5.1%,0.1%
